Screens as filed in PubChem.
NFkB SMM: binds human NF-kappa-B p105 on microarray; P19838; Small molecule microarray, anti-His fluorescence binding; calls only; actives 1.3% (n = 17,000); AID 624139;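 active = spot fluorescence over background significantly raised, with a chance value under 7% in all four replicate spots of the compound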;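 also: probe protein is his-tagged human p50 processed subunit at 1 µg/ml; raw spot fluorescence signals with no normalization applied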
Target sequence (P19838 1-433 limits assumed): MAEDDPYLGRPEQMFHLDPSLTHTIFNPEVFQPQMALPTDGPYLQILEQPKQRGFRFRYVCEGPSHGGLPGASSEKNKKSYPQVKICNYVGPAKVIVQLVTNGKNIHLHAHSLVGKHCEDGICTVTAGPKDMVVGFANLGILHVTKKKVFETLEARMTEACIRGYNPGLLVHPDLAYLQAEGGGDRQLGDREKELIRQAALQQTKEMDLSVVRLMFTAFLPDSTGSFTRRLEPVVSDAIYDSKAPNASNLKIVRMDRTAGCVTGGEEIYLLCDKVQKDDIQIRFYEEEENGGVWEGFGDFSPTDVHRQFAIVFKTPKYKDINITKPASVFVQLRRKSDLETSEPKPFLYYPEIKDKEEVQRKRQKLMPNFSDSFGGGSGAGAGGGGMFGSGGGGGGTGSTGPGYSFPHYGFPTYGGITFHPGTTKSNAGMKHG
Calls only; i = inactive; + = active, no number.

structure,NFkB SMM
C[C@@H]1CCCCO[C@@H](CN(C)C(=O)Nc2cccc3ccccc23)[C@H](C)CN([C@H](C)CO)C(=O)c2cc(N(C)C)ccc2O1,+
C/C=C1/[C@H](O[C@@H]2O[C@H](CO)[C@@H](O)[C@H](O)[C@H]2O)OC=C(C(=O)OC)[C@H]1CC(=O)OCCc1ccc(O)cc1,i
Cc1noc(C)c1NC(=O)N(C)C[C@H]1Oc2ccc(NC(=O)Cc3ccccc3)cc2C(=O)N([C@@H](C)CO)C[C@H]1C,i
C[C@H](CO)N1C[C@H](C)[C@H](CN(C)C(=O)Nc2cccc3ccccc23)Oc2ccc(NS(=O)(=O)c3ccccc3)cc2CC1=O,i
O=C(COc1ccc(C2CCCCC2)cc1)Nc1cccc(-c2nc3ncccc3o2)c1,i
C[C@@H]1CN([C@H](C)CO)C(=O)c2cc(NC(=O)CCCN(C)C)ccc2O[C@@H](C)CCCCO[C@@H]1CN(C)S(=O)(=O)c1ccccc1,i
Cc1cc(C)c(OCC(O)Cn2cnc3ccccc32)c(C)c1 (stereo not given),i
COc1ccc(OCC(=O)Nc2ccc(NC(=O)c3ccco3)c(OC)c2)cc1,i
COc1ccc(CN(C)C[C@@H]2Oc3c(NC(=O)Nc4ccc(F)cc4)cccc3C(=O)N([C@@H](C)CO)C[C@H]2C)cc1,i
COc1ccc(NC(=O)Nc2ccc3c(c2)C(=O)N([C@H](C)CO)C[C@H](C)[C@@H](CN(C)Cc2ccc(Cl)c(Cl)c2)O3)cc1,i
CO[C@H]1C[C@H](O[C@H]2[C@H](C)[C@@H](O[C@@H]3O[C@H](C)C[C@H](N(C)C)[C@@H]3OC(C)=O)[C@@H](C)C[C@]3(CO3)C(=O)[C@H](C)[C@@H](OC(C)=O)[C@@H](C)[C@@H](C)OC(=O)[C@@H]2C)O[C@@H](C)[C@@H]1OC(C)=O,i
Cc1nc(SCC(N)=O)c(C(N)=O)c(C)c1C,i

3 structures from above, sorted by molecular weight, rising.
structure,NFkB SMM
Cc1nc(SCC(N)=O)c(C(N)=O)c(C)c1C,i
Cc1cc(C)c(OCC(O)Cn2cnc3ccccc32)c(C)c1 (stereo not given),i
COc1ccc(NC(=O)Nc2ccc3c(c2)C(=O)N([C@H](C)CO)C[C@H](C)[C@@H](CN(C)Cc2ccc(Cl)c(Cl)c2)O3)cc1,i

Following part
structure,NFkB SMM
Cc1noc(C)c1NC(=O)Nc1ccc2c(c1)CC(=O)N([C@@H](C)CO)C[C@@H](C)[C@H](CN(C)C(=O)Nc1cccc3ccccc13)O2,i
CC(C)=CCC[C@](C)(O[C@@H]1O[C@H](CO[C@@H]2O[C@@H](CO)[C@H](O)[C@H]2O)[C@@H](O)[C@H](O)[C@H]1O)[C@H]1CC[C@]2(C)C1[C@H](O)CC1[C@@]3(C)CC[C@H](O[C@@H]4O[C@H](CO)[C@@H](O)[C@H](O)[C@H]4O[C@@H]4O[C@H](CO)[C@@H](O)[C@H](O)[C@H]4O)C(C)(C)C3CC[C@]12C (stereo not given in full),+
C[C@H]1CN([C@@H](C)CO)C(=O)c2cc(NC(=O)Cc3ccccc3)ccc2O[C@H]1CN(C)S(=O)(=O)c1ccc(Cl)cc1,i
NC(=O)N/N=C/c1ccc(Oc2ccc(F)cc2)cc1,i
CNC[C@@H]1Oc2ccc(NC(=O)Nc3cccc4ccccc34)cc2CC(=O)N([C@H](C)CO)C[C@H]1C,i
COc1ccc(CN2C(C)C3C(C)=CC2C2C(=O)N(C)C(=O)C32)cc1 (stereo not given),i
CCCN(C)C[C@@H]1Oc2ncc(/C=C/c3ccccc3)cc2C(=O)N([C@H](C)CO)C[C@@H]1C,i
CCn1nnc(NC(=O)COc2ccc(Cl)cc2C)n1,i
C[C@@H]1CCCCO[C@H](CN(C)C(=O)c2ccccc2)[C@@H](C)CN([C@H](C)CO)C(=O)c2cc(NC(=O)Nc3ccc(F)cc3)ccc2O1,i
C[C@H](CO)N1C[C@H](C)[C@@H](CN(C)S(=O)(=O)c2cccs2)Oc2ccc(NC(=O)Nc3ccc(C(F)(F)F)cc3)cc2C1=O,i
CNC[C@H]1OCCCC[C@H](C)Oc2ccc(NS(=O)(=O)c3c(C)noc3C)cc2C(=O)N([C@H](C)CO)C[C@H]1C,i
C[C@H]1CN([C@@H](C)CO)C(=O)c2cc(NC(=O)NC3CCCCC3)ccc2O[C@@H]1CN(C)S(=O)(=O)c1cn(C)cn1,i
C[C@H]1CN([C@@H](C)CO)C(=O)Cc2cc(NC(=O)Cc3cn(C)c4ccccc34)ccc2O[C@H]1CN(C)C(=O)NC1CCCCC1,i
C[C@H](CO)N1C[C@H](C)[C@H](CN(C)C(=O)Nc2ccc(N3CCN(C)CC3)cc2)OCc2cnnn2CCCC1=O,i
C[C@@H]1CN([C@H](C)CO)C(=O)Cc2cc(NC(=O)Cc3cn(C)c4ccccc34)ccc2O[C@H]1CN(C)Cc1ccncc1,i
CC(=O)OCC1=C[C@H](O)[C@@H]2C(C(=O)O)=CO[C@@H](O[C@@H]3O[C@H](CO)[C@@H](O)[C@H](O)[C@H]3O)[C@H]12,i
COc1ccc2nc(Nc3nc(C)c(CCC(C)C)c(=O)[nH]3)nc(C)c2c1,+
C[C@H](CO)N1C[C@H](C)[C@@H](CN(C)C)OCCCC[C@H](C)Oc2ccc(NC(=O)Nc3ccc4c(c3)OCO4)cc2C1=O,i
CCOC(=O)c1ccc(NC(=O)Cn2nc(C)c([N+](=O)[O-])c2C)cc1,i
COc1ccc(CN(C)C[C@H]2Oc3c(NC(=O)c4cc(C)nn4C)cccc3C(=O)N([C@@H](C)CO)C[C@@H]2C)cc1,i
C[C@@H]1CN([C@@H](C)CO)C(=O)c2cc(NS(=O)(=O)c3ccccc3)ccc2O[C@@H](C)CCCCO[C@H]1CN(C)C(=O)CCCN(C)C,i
CCS(=O)(=O)n1nc(-c2ccccc2)nc1NCc1ccco1,i
C=CC1CN(C=O)CCC1CCC(=O)c1ccnc2ccccc12 (stereo not given),i
C[C@H]1CN([C@@H](C)CO)C(=O)CCCn2nncc2CO[C@@H]1CN(C)C,i
C=C[C@](C)(CC/C=C(\C)CC[C@H](O)C(C)(C)O)O[C@@H]1O[C@H](CO)[C@@H](O)[C@H](O)[C@H]1O,i
CCO[C@@H]1OC(C(=O)NC2CC2)=C[C@H](c2ccccc2)[C@H]1CCCO,i
CC(=O)c1cccc(N(CC(=O)N2CCCC2)S(C)(=O)=O)c1,i
Cc1cc(I)ccc1Nc1c(C(=O)NOCC2CC2)cc(F)c(F)c1F,i
C[C@H](CO)N1C[C@H](C)[C@@H](CN(C)Cc2ccc3c(c2)OCO3)Oc2c(NC(=O)c3ccncc3)cccc2C1=O,i
C[C@@H]1CCCCO[C@H](CN(C)C)[C@H](C)CN([C@@H](C)CO)C(=O)c2cc(NC(=O)Nc3ccc(C(F)(F)F)cc3)ccc2O1,i
Cc1ccc(-c2nc(SCC(=O)Nc3cc(C)c(C)cc3Br)n[nH]2)cc1,i
C[C@H]1CN([C@@H](C)CO)C(=O)CCCn2cc(nn2)CO[C@@H]1CN(C)C(=O)CCCN(C)C,i
C[C@@H]1CN([C@H](C)CO)C(=O)c2cc(NC(=O)NC3CCCCC3)ccc2O[C@@H]1CN(C)S(=O)(=O)c1ccccc1,i
COc1cc(NC(=O)Cn2nc(C(F)(F)F)cc2C)cc([N+](=O)[O-])c1,i
NC(=O)[C@@H]1[C@H]2C(=O)O[C@H](c3ccccc3)[C@H](c3ccccc3)N2[C@H](c2ccccc2OCCO)[C@@]12C(=O)Nc1ccc(C#CC3(O)CCCCCC3)cc12,i
COc1ccc([N+](=O)[O-])cc1NC(=O)C(C)N(c1ccccc1)S(C)(=O)=O (stereo not given),i

Pulled one by one from above:
structure,NFkB SMM
NC(=O)[C@@H]1[C@H]2C(=O)O[C@H](c3ccccc3)[C@H](c3ccccc3)N2[C@H](c2ccccc2OCCO)[C@@]12C(=O)Nc1ccc(C#CC3(O)CCCCCC3)cc12,i
CCO[C@@H]1OC(C(=O)NC2CC2)=C[C@H](c2ccccc2)[C@H]1CCCO,i
C[C@H]1CN([C@@H](C)CO)C(=O)CCCn2cc(nn2)CO[C@@H]1CN(C)C(=O)CCCN(C)C,i
CC(=O)c1cccc(N(CC(=O)N2CCCC2)S(C)(=O)=O)c1,i
COc1cc(NC(=O)Cn2nc(C(F)(F)F)cc2C)cc([N+](=O)[O-])c1,i
C=C[C@](C)(CC/C=C(\C)CC[C@H](O)C(C)(C)O)O[C@@H]1O[C@H](CO)[C@@H](O)[C@H](O)[C@H]1O,i

Later entries:
structure,NFkB SMM
C[C@@H]1CCCCO[C@@H](CN(C)C)[C@H](C)CN([C@@H](C)CO)C(=O)c2cc(NC(=O)c3ccncc3)ccc2O1,i
C#CCNC(=O)C1=C[C@H](c2ccc(C(F)(F)F)cc2)C[C@H](OCCCCO)O1,i
COc1ccc(S(=O)(=O)Nc2cccc3c2O[C@H](CN(C)Cc2ccc(C(=O)O)cc2)[C@H](C)CN([C@H](C)CO)C3=O)cc1,i
C[C@H]1CCCCO[C@H](CN(C)C(=O)CCC(F)(F)F)[C@@H](C)CN([C@@H](C)CO)C(=O)c2cc(NS(=O)(=O)c3ccccc3)ccc2O1,i
C[C@H]1CN([C@@H](C)CO)C(=O)c2cc(NC(=O)CCC(F)(F)F)ccc2O[C@H]1CN(C)C,i
CC(C)NC(=O)Nc1cccc2c1O[C@@H](CN(C)Cc1ccc(Cl)c(Cl)c1)[C@@H](C)CN([C@@H](C)CO)C2=O,i
Cn1c(=O)c2c(nc(NCCN)n2Cc2ccc(Cl)cc2)n(C)c1=O,i
C[C@@H]1CN([C@@H](C)CO)C(=O)Cc2cc(NS(=O)(=O)c3cccs3)ccc2O[C@H]1CN(C)Cc1ccccc1,i
C[C@H](CO)N1C[C@H](C)[C@H](CN(C)C)OCCCC[C@H](C)Oc2ccc(NC(=O)Nc3ccc(C(F)(F)F)cc3)cc2C1=O,i
Cc1ccc(S(=O)(=O)N2CCCC2C(=O)NCCO)cc1 (stereo not given),i
CCCN(C)C[C@H]1OCCCC[C@@H](C)Oc2ccc(NS(=O)(=O)c3ccc(Cl)cc3)cc2C(=O)N([C@@H](C)CO)C[C@H]1C,i
COc1ccccc1NC(=O)N(C)C[C@H]1OCc2cnnn2CCCC(=O)N([C@@H](C)CO)C[C@H]1C,i
C=C[C@H]1[C@H](OC2OC(CO)C(O)C(O)C2O)OC=C(C(=O)OC)[C@H]1CCOC(=O)c1cc(O)c(O)c(O)c1 (stereo not given in full),i
CNC[C@@H]1Oc2c(NS(=O)(=O)c3cccs3)cccc2C(=O)N([C@@H](C)CO)C[C@H]1C,i
COc1ccc(S(=O)(=O)N(C)C[C@@H]2Oc3ccc(NC(=O)c4ccncc4)cc3C(=O)N([C@@H](C)CO)C[C@H]2C)cc1,i
O=C1O[C@@H](c2ccccc2)[C@@H](c2ccccc2)N2[C@@H](c3ccccc3OCCO)[C@]3(C(=O)Nc4ccc(C#CC5(O)CCCCCC5)cc43)[C@@H](C(=O)N3CCCCCCC3)[C@H]12,i
COc1ccc([Si](C)(C)[C@H]2[C@H](CCO)O[C@@]3(C(=O)N(Cc4ccccc4)c4ccc(NC(=O)[C@H](C)O)cc43)[C@@H]2C)cc1,+
COc1ccc2nc(SCC3=CC(C)(C)N(C(C)=O)c4ccccc43)nc(C)c2c1,i
Cc1noc(C)c1S(=O)(=O)N(C)C[C@H]1OCCCC[C@H](C)Oc2ccc(N(C)C)cc2C(=O)N([C@@H](C)CO)C[C@@H]1C,i
C[C@H](CO)N1C[C@H](C)[C@H](CN(C)Cc2ccncc2)OCCCC[C@H](C)Oc2ccc(NS(=O)(=O)c3ccccc3)cc2C1=O,i
COc1ccc(-c2cc(=O)c3c(O)cc(O)cc3o2)cc1,i
COC(=O)[C@]1(Cc2ccccc2CN=[N+]=[N-])N=C(c2ccc(OCCCO)cc2)O[C@@H]1c1ccccc1N=[N+]=[N-],i
Cc1cc(C)c(NC(=O)CSc2nc3c(c(-c4ccco4)c2C#N)CCCC3)c(C)c1,i
COc1ccc(CN(C)C[C@@H]2Oc3ccc(NC(=O)c4ccncc4)cc3C(=O)N([C@@H](C)CO)C[C@@H]2C)cc1,i
C[C@@H]1CN([C@@H](C)CO)C(=O)c2cc(NS(=O)(=O)c3cccs3)ccc2O[C@H]1CN(C)Cc1ccc(-c2ccccc2)cc1,i
COc1ccc(S(=O)(=O)Nc2cccc3c2O[C@@H](CN(C)C)[C@H](C)CN([C@@H](C)CO)C3=O)cc1,i
NC(=O)c1c(NC(=O)C2CC(=O)OC23CCCCC3)sc2c1CCCCC2 (stereo not given),i
O=C(Nc1ccccc1C(=O)NCc1cccnc1)c1cccc([N+](=O)[O-])c1,i
COc1ccc(CN(C)C[C@@H]2Oc3ccc(NC(=O)Nc4c(C)noc4C)cc3CC(=O)N([C@H](C)CO)C[C@@H]2C)cc1,i
C[C@@H]1CCCCO[C@@H](CN(C)C(=O)c2ccccc2)[C@H](C)CN([C@H](C)CO)C(=O)c2cc(NC(=O)Nc3ccc(F)cc3)ccc2O1,i
COc1ccc(CN(C)C[C@@H]2OCCCC[C@H](C)Oc3ccc(NC(=O)Nc4c(C)noc4C)cc3C(=O)N([C@H](C)CO)C[C@@H]2C)cc1,i
O=C(NCc1ccccc1)[C@@]1(CCS(=O)(=O)c2ccccc2)N=C(c2ccc(OCCCO)cc2)O[C@H]1c1ccccc1,i
C[C@@H]1C[C@H]2[C@@H]3C[C@H](F)C4=CC(=O)C=C[C@]4(C)[C@@]3(F)[C@@H](O)C[C@]2(C)[C@@]1(O)C(=O)CO,i
COc1cc(C[C@@H]2COC(c3ccc(O[C@@H]4O[C@H](CO)[C@@H](O)[C@H](O)[C@H]4O)c(OC)c3)[C@@H]2CO)ccc1O[C@@H]1O[C@H](CO)[C@@H](O)[C@H](O)[C@H]1O (stereo not given in full),i

These rows are one share of the data, so the mix of outcomes need not match the whole.
